Assay outcomes: PubChem, National Center for Advancing Translational Sciences (NCATS)
RXFP1 antagonist = RXFP1 (human) relaxin receptor antagonism. HEK293-RXFP1, relaxin-stimulated cAMP HTRF, 30 min; stronger effect = lower value. activity change, negative = inhibition, % at 57.5 µM. actives 0.59% (n = 350,000). Q9HBX9;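 active = activity change of -60% or lower, but not beyond a set lower limit; inconclusive = change between -60% and -40%, or beyond the set limit; inactive = change above -40%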; note: % is set by controls: 0 for no effect and ±100 for the full control effect
Pol kappa inh = DNA polymerase kappa (human) inhibition | actives 0.53% (n = 400,000) | Potency, µM (series often up to 107 µM), for inactives: at the top dose activity, negative = inhibition, actives largely listed as inhibitors | Q9UBT6 | AID 588579 | purified Pol kappa, fluorescent DNA synthesis assay, 10 min; note: potency is the fitted concentration of half-maximal effect; % is set by controls: 0 for no effect and ±100 for the full control effect
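First, compounds were pin-transferred onto 10 nM Pol kappa. After 15 min at room temperature, substrate was added to 50 nM final. Fluorescence was then measured kinetically at 0 and 10 min.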
BLM inh = inhibitors of human Bloom syndrome helicase BLM. P54132. recombinant BLM DNA unwinding, fluorescence dequenching. Potency, µM (doses to about 56.1 µM), without a hit: at the highest dose activity change, negative = inhibition, hits mostly inhibitors. actives 0.2% (n = 350,000). AID 2528;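 note: potency is the fitted concentration of half-maximal effect; plate controls were vehicle for no effect and no enzyme for full effect; nearly all actives have a fitted effect of over 35% in size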
POLB inh = inhibitors of human DNA polymerase beta; Pol beta primer extension/strand displacement, fluorescence kinetic; P06746; actives 1.3% (n = 340,000); AID 485314; Potency, µM (top dose mostly 114 µM), inactives show at the top dose activity change, negative = inhibition, hits mostly inhibitors; note: potency is the fitted concentration of half-maximal effect; % is set by controls: 0 for no effect and ±100 for the full control effect
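Values derive from four-parameter Hill fits of normalized kinetic data: reads at 0 and 10 min following addition of 50 nM substrate to 10 nM Pol beta preincubated 15 min with compound.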
POLI inh = blocks human DNA polymerase iota activity; Q9UNA4; Pol iota fluorescent replication assay, 10 min; Potency, µM (top dose mostly 115 µM), inactives show top-dose activity, negative = inhibition, usual class: inhibitors; actives 1% (n = 390,000); AID 588590; note: potency is the fitted concentration of half-maximal effect
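Pol iota at 10 nM preincubated 15 min with compounds at room temperature; reaction started with fluorescent substrate, 50 nM final. Fluorescence read kinetically at 0 and 10 min; buffer-only wells as negative control.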
APEX1 inh = APE1 (human) endonuclease inhibition. Potency, µM (doses to about 65.8 µM), for the others: at the highest dose activity change, negative = inhibition, actives largely listed as inhibitors. recombinant APE1, TAMRA/BHQ-2 abasic DNA cleavage fluorescence. P27695. actives 0.35% (n = 350,000);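 note: potency is the fitted concentration of half-maximal effect; plate controls were vehicle for no effect and reference inhibitor for full effect; nearly all actives have a fitted effect of over 55% in size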
Target sequence (P27695 whole entry, looked up): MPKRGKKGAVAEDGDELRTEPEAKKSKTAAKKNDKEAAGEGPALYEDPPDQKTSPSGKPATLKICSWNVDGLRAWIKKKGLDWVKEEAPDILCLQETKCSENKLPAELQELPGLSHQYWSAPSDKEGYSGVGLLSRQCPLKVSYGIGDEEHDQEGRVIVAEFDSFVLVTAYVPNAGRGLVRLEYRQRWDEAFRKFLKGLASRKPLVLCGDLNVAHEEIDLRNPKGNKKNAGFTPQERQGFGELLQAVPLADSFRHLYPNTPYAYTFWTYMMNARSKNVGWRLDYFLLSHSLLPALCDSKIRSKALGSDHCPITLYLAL
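Endonuclease cleavage of a quenched abasic-site DNA duplex (50 nM) by APE1 (0.75 nM) was tracked by TAMRA dequenching. Compounds were preincubated with enzyme 15 min at room temperature; data normalized to buffer-only and DMSO wells plus NSC13755 control.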
Anesthetic bind = candidate novel general anesthetic via apoferritin binding | P02791 | apoferritin/1-aminoanthracene competitive binding, fluorescence | Potency, µM (titrated, usually from 77.5 µM), for the others: at the top dose activity change, negative = displacement, hits mostly inhibitors | actives 0.074% (n = 350,000) | AID 485281; note: potency is the fitted concentration of half-maximal effect; % is set by controls: 0 for no effect and ±100 for the full control effect; nearly all actives have a fitted effect of over 20% in size
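Horse-spleen apoferritin (10 uM) in 50% saturated 1-aminoanthracene in PBS was incubated 10 min at room temperature with compound. Fluorescence (ex 380, em 535 nm) was normalized to free and bound 1-AMA, with concentration-response fitted by a four-parameter Hill equation.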
POLH inh = blocks human DNA polymerase eta activity; Q9Y253; recombinant Pol eta, fluorescent DNA replication assay; Potency, µM (titrated, usually from 114 µM), for inactives: top-dose activity change, negative = inhibition, hits mostly inhibitors; actives 1.2% (n = 390,000); AID 588591; note: potency is the fitted concentration of half-maximal effect; % is set by controls: 0 for no effect and ±100 for the full control effect
Target sequence (Q9Y253 whole entry, looked up): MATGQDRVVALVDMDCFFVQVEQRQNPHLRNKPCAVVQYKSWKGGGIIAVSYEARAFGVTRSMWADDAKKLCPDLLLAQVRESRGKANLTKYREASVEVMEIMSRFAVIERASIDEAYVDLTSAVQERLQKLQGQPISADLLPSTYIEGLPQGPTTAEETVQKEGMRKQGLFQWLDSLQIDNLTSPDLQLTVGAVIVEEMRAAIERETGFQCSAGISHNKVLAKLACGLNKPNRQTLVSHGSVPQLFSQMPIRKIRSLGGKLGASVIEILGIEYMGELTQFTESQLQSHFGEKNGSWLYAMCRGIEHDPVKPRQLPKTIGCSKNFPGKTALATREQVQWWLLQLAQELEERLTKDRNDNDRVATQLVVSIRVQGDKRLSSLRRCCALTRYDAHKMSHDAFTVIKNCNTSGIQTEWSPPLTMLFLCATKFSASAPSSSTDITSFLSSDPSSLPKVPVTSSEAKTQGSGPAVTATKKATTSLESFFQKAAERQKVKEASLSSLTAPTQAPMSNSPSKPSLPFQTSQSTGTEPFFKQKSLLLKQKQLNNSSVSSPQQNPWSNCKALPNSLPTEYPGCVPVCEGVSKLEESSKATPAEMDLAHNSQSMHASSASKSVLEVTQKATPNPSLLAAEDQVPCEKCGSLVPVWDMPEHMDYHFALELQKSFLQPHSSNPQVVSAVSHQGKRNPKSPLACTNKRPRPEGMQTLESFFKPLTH
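Pol eta at 10 nM preincubated with compounds 15 min at room temperature; reaction started with fluorescent substrate (50 nM final) and read kinetically at 0 and 10 min.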
Tb PGK inh = T. brucei PGK inhibition | Potency, µM (top dose mostly 57.5 µM), inactives show at the highest dose activity change, negative = inhibition, usual class: inhibitors | actives 0.043% (n = 380,000) | AID 602233 | PGK/GAPDH coupled, Kinase-Glo luminescence, 60 min; note: potency is the fitted concentration of half-maximal effect; % is set by controls: 0 for no effect and ±100 for the full control effect; nearly all actives have a fitted effect of over 60% in size
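Luminescent ATP detection (Kinase-Glo Plus) follows a 60-minute room-temperature incubation, with wells lacking PGK as controls. Buffer: 100 mM TEA (pH 7.6), 5 mM MgCl2, 0.01% Tween-20. Coupling enzyme GAPDH (100 nM final) supplies unstable 1,3-BPG in-well.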
An asterisk follows results filed as active; [ ] = another dose, or the depositor's remark. Unless noted, calls come from the whole dose curve; as a rule, active = well fitted curve in the direction sought with a large enough effect; inconclusive = small, poorly fitted or top-dose-only effect, or another doubt; inactive = no such curve, though single readings can be large; an effect the other way counts as inactive or inconclusive. The list is partial, so the mix of outcomes need not match the whole.

CCOC(=O)[C@H]1[C@H]2COc3ccc(Br)cc3[C@@H]2N2C(=O)c3ccc(F)cc3NC(=O)[C@@]12C was read as Pol kappa inh -11%, POLI inh 48%, APEX1 inh -18%, POLH inh -18% and Tb PGK inh inactive.
N#CCCN(CCC#N)C(=O)c1ccc(Cl)cc1 was read as RXFP1 antagonist 7, Pol kappa inh -2%, BLM inh -4%, POLB inh 6%, POLI inh 20%, APEX1 inh -1%, Anesthetic bind -7%, POLH inh -18% and Tb PGK inh -6%.
Screening C[C@]12CC[C@H](O)CC1=CCC1C2CC[C@@]2(C)C1CC[C@@H]2NC(=O)[C@@H](N)Cc1ccccc1 (stereo not given in full) returned RXFP1 antagonist -6, Pol kappa inh -1%, POLI inh 100%[activator], APEX1 inh 5%, POLH inh -12% and Tb PGK inh inactive.
C[C@@H]1CN(Cc2nc(-c3cccs3)no2)C[C@H](C)O1 was read as RXFP1 antagonist 11, Pol kappa inh 4%, BLM inh 0%, POLB inh 3%, POLI inh 45%[activator], APEX1 inh 2%, Anesthetic bind -5%, POLH inh 9% and Tb PGK inh inactive.
COc1ccc2c(c1)c(-c1csc(N)n1)c(C)n2C was read as RXFP1 antagonist 1, Pol kappa inh -13%, BLM inh 1%, POLB inh 0%, POLI inh 36%[activator], APEX1 inh -10%, Anesthetic bind -19%, POLH inh -3% and Tb PGK inh -6%.
CCN(CC)c1ccc(S(=O)(=O)N2CCOCC2)cc1NC(=O)COC(=O)/C=C/c1ccccc1 was read as RXFP1 antagonist 2, Pol kappa inh -6%, POLI inh 32%, POLH inh -25% and Tb PGK inh 5%.
For CCOC(=O)C1CCCN(CCC(=O)Nc2cc(C)ccc2C)C1 (stereo not given) the results were RXFP1 antagonist -11, Pol kappa inh -4%, BLM inh 1%, POLB inh 0%, POLI inh -10%, APEX1 inh -4%, Anesthetic bind -4%, POLH inh -1% and Tb PGK inh -3%.
`Cc1cccc(C)c1NC(=O)COc1ccc2c(C)c(Cc3ccccc3)c(=O)oc2c1C` gave RXFP1 antagonist 1, Pol kappa inh 8%[60.1 µM], BLM inh -6%, POLB inh 2%, POLI inh 5%, APEX1 inh 3%, Anesthetic bind -1%, POLH inh -7% and Tb PGK inh inactive.
Screening COc1cccc(NC(=O)N2CCCC2C(=O)Nc2cc(C)ccc2OC)c1 (stereo not given) returned RXFP1 antagonist 3, Pol kappa inh -13%, BLM inh 0%, POLB inh 28%, POLI inh 161%[activator], APEX1 inh 14%, Anesthetic bind -9%, POLH inh -11% and Tb PGK inh -5%.
`COc1ccc(NS(=O)(=O)c2cc(C(=O)Nc3ccccc3C(=O)O)ccc2C)cc1` gave RXFP1 antagonist -9, Pol kappa inh -10%, BLM inh 1%, POLB inh 45%, POLI inh inconclusive, APEX1 inh 5%, Anesthetic bind 10%, POLH inh 4% and Tb PGK inh -1%.

Not a retest: 5 of the compounds above.
CCN(CC)c1ccc(S(=O)(=O)N2CCOCC2)cc1NC(=O)COC(=O)/C=C/c1ccccc1 was read as RXFP1 antagonist 2, Pol kappa inh -6%, POLI inh 32%, POLH inh -25% and Tb PGK inh 5%.
For CCOC(=O)C1CCCN(CCC(=O)Nc2cc(C)ccc2C)C1 (stereo not given) the results were RXFP1 antagonist -11, Pol kappa inh -4%, BLM inh 1%, POLB inh 0%, POLI inh -10%, APEX1 inh -4%, Anesthetic bind -4%, POLH inh -1% and Tb PGK inh -3%.
`Cc1cccc(C)c1NC(=O)COc1ccc2c(C)c(Cc3ccccc3)c(=O)oc2c1C` gave RXFP1 antagonist 1, Pol kappa inh 8%[60.1 µM], BLM inh -6%, POLB inh 2%, POLI inh 5%, APEX1 inh 3%, Anesthetic bind -1%, POLH inh -7% and Tb PGK inh inactive.
Screening COc1cccc(NC(=O)N2CCCC2C(=O)Nc2cc(C)ccc2OC)c1 (stereo not given) returned RXFP1 antagonist 3, Pol kappa inh -13%, BLM inh 0%, POLB inh 28%, POLI inh 161%[activator], APEX1 inh 14%, Anesthetic bind -9%, POLH inh -11% and Tb PGK inh -5%.
`COc1ccc(NS(=O)(=O)c2cc(C(=O)Nc3ccccc3C(=O)O)ccc2C)cc1` gave RXFP1 antagonist -9, Pol kappa inh -10%, BLM inh 1%, POLB inh 45%, POLI inh inconclusive, APEX1 inh 5%, Anesthetic bind 10%, POLH inh 4% and Tb PGK inh -1%.

The results go on.
Screening CNC(=S)NNC(=O)c1cccs1 returned RXFP1 antagonist -15, Pol kappa inh 0%, BLM inh 0%, POLB inh -5%, POLI inh 37%[activator], APEX1 inh 5%, Anesthetic bind 1%, POLH inh -18% and Tb PGK inh inactive.
For CCCN1C(=O)c2cc(C(=O)NCc3cccs3)ccc2C1O (stereo not given) the results were BLM inh 0%, POLB inh 11%, APEX1 inh 5% and Anesthetic bind -2%.
Screening Cc1csc2c(N3CCN(C(=S)Nc4ccc(F)cc4F)CC3)ncnc12 returned RXFP1 antagonist -10, Pol kappa inh -18%, BLM inh -3%, POLB inh -5%, POLI inh 96%[activator], APEX1 inh -8%, Anesthetic bind -18%, POLH inh 4% and Tb PGK inh -1%.
`CCN(Cc1ccncc1)Cc1nc(-c2ccc(C(=O)OC)cc2)no1` gave RXFP1 antagonist -26, Pol kappa inh 1%, BLM inh -8%, POLB inh 14%, POLI inh 9%, APEX1 inh 18%, Anesthetic bind -7%, POLH inh 2% and Tb PGK inh -7%.
`O=C1C=C(c2ccc3c(c2)OCCO3)C[C@@H](c2ccc(F)cc2)C1` gave Pol kappa inh -18%, POLI inh inconclusive, APEX1 inh -4%, POLH inh -11% and Tb PGK inh -3%.
`CC(CCc1ccco1)NC(=O)Cn1ncc2c(=O)oc3ccccc3c21` (stereo not given) gave RXFP1 antagonist 3, Pol kappa inh -10%, BLM inh 5%, POLB inh 8%, POLI inh -8%, APEX1 inh -2%, Anesthetic bind 6%, POLH inh -9% and Tb PGK inh 5%.
`O=C(CCN1C(=O)C2CC=CCC2C1=O)OCC(=O)c1ccc(F)cc1` (stereo not given) gave RXFP1 antagonist 8, Pol kappa inh -5%, POLI inh 44%[activator], APEX1 inh 1%, POLH inh -18% and Tb PGK inh -13%.
`O=C1CC(N(CCc2ccccc2)C(=S)Nc2ccccc2)C(=O)N1c1ccc(F)cc1` (stereo not given) gave RXFP1 antagonist 0, Pol kappa inh -16%, BLM inh -11%, POLB inh -1%, POLI inh inconclusive, APEX1 inh -6%, Anesthetic bind -19%, POLH inh -10% and Tb PGK inh 0%.
Screening COc1ccc(-n2c(=O)c3c(c4cc(OC)ccc4n3C)n(C)c2=O)cc1 returned Pol kappa inh -8%, BLM inh -11%, POLB inh 25%, POLI inh 7%, Anesthetic bind 41%[activator], POLH inh -10% and Tb PGK inh -2%.
CC(C)=C1C2CC2C2C(C(=O)O)C12 (stereo not given) was read as RXFP1 antagonist -6, Pol kappa inh 2%, BLM inh 4%, POLB inh 0%, POLI inh 10%, APEX1 inh -1%, Anesthetic bind inconclusive, POLH inh -2% and Tb PGK inh -8%.
For O=C(Nc1nnc(S(=O)(=O)N2CCc3ccccc32)s1)c1ccccc1Cl the results were RXFP1 antagonist -20, Pol kappa inh 1%, BLM inh 1%, POLB inh -9%, POLI inh 27%, Anesthetic bind 4%, POLH inh -16% and Tb PGK inh -11%.
`Cc1nn(Cc2ccc([N+](=O)[O-])cc2)c(=O)n1-c1cccc(Cl)c1` gave RXFP1 antagonist 0, Pol kappa inh -4%, BLM inh -3%, POLB inh 42%, POLI inh 79%[activator], APEX1 inh inconclusive, Anesthetic bind -14%, POLH inh -11% and Tb PGK inh -5%.
COc1ccc(NC(=S)NC2CC3CCC2C3)c(OC)c1 (stereo not given) was read as RXFP1 antagonist 1, Pol kappa inh 4%, BLM inh -3%, POLB inh 29%, POLI inh 19%, APEX1 inh 24%, Anesthetic bind 8%, POLH inh -20% and Tb PGK inh inactive.
`COc1ccccc1C(C)NC(=O)c1ccc(C)o1` (stereo not given) gave RXFP1 antagonist 2, Pol kappa inh -20%, BLM inh -6%, POLB inh 4%, POLI inh inconclusive, APEX1 inh 2%, Anesthetic bind -12%, POLH inh inconclusive and Tb PGK inh -8%.
`Cn1c(SCc2ccccc2Cl)nc2c1c(=O)[nH]c(=O)n2C` gave RXFP1 antagonist inconclusive, Pol kappa inh -6%, BLM inh -2%, POLB inh inconclusive, POLI inh -6%, APEX1 inh -14%, Anesthetic bind -2%, POLH inh -7% and Tb PGK inh 6%.
Screening N/N=C(\Cc1cscn1)c1ccc(O)cc1O returned RXFP1 antagonist -11, Pol kappa inh 6%, BLM inh -2%, POLB inh 10%, POLI inh 27%, APEX1 inh -3%, Anesthetic bind 5%, POLH inh -18% and Tb PGK inh inactive.
C[C@H](O)[C@@H]1C(=O)N2CCc3ccc(N4CCN(C)CC4)cc3[C@@H]2C[C@@H]1N(C)C(=O)Nc1cc(Cl)cc(Cl)c1 was read as Pol kappa inh -8%, POLI inh 22%, POLH inh -17% and Tb PGK inh -1%.
Screening CN(C(=O)CN1C(=O)NC2(CCc3ccccc32)C1=O)C1CCCCC1 (stereo not given) returned RXFP1 antagonist -7, Pol kappa inh -5%, POLI inh -5%, APEX1 inh 19%, POLH inh -11% and Tb PGK inh -7%.
For CCN1CCN(c2ccc(Nc3ccnc4ccccc34)cc2)CC1 the results were RXFP1 antagonist -7, Pol kappa inh -27%, POLI inh -20%, APEX1 inh 8%, POLH inh -2% and Tb PGK inh 8%.
Screening O=P(COCCOCCOCP(=O)(c1ccccc1)c1ccccc1)(c1ccccc1)c1ccccc1 returned RXFP1 antagonist 2, Pol kappa inh -7%, BLM inh -5%, POLB inh 22%, POLI inh 11%, APEX1 inh -2%, Anesthetic bind -8%, POLH inh 2% and Tb PGK inh -3%.
